Source: PubChem BioAssay
Bim-Mcl-1 – disrupts Bim peptide binding to human Mcl-1; Q07820; Bead-based flow cytometry, Bim peptide-Mcl-1 binding; inhibition, % at 10 µM; actives 0.1% (n = 190,000); in the data active = inhibition above about 40%;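 note: 0% = no compound tracer wells and 100% = peptide blocker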
Target sequence (Q07820 whole entry, looked up): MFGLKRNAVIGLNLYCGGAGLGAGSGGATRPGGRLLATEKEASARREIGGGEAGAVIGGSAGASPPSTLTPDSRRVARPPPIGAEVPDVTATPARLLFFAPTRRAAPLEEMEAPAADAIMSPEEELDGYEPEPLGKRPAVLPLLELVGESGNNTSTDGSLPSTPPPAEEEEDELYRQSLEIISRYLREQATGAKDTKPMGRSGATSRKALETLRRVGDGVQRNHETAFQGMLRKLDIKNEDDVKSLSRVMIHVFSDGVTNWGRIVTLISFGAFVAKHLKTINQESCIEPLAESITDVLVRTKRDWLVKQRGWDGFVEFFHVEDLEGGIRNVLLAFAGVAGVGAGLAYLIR
Mcl1 Bid PPI – Mcl-1/Bid interaction inhibition; Q07820; TR-FRET Mcl-1/Bid-Dy647 peptide binding, 1536-well; inhibition, % at 21.7 µM; actives 0.97% (n = 220,000); AID 1021;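 active = compounds that cut the binding signal by more than half at the single screening dose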;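 note: His-tagged Mcl-1 with europium anti-His antibody binding Bid BH3 peptide; 0% = Mcl-1 plus peptide wells and 100% = peptide-only wells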
RGS4-Gao reg – human RGS4-Galphao interaction regulation; P09471; Multiplexed bead flow cytometry, RGS4-Galphao binding; actives lie on both sides; binding response (% of control), % at 10 µM; actives 0.33% (n = 220,000); AID 1415; in the data active = binding response below about 49% or above about 150%; inactive = in between;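 note: fluorescent Galphao activated with aluminum fluoride binding bead-coupled RGS4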
RGS7-Gao reg – regulators of human RGS7-Galphao interaction | P09471 | Multiplexed bead flow cytometry, RGS7-Galphao binding; actives lie on both sides | binding response (% of control), % at 10 µM | actives 0.35% (n = 220,000); in the data active = binding response below about 49% or above about 150%; inconclusive = no clear call, values can overlap the other calls; inactive = in between;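 note: fluorescent Galphao held in activated GDP-AlF4 state binding bead-coupled RGS7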
ABCG2 block – human ABCG2 inhibition, ABCB1 as counter-screen | IgMXP3 cells, JC-1 efflux, flow cytometry | inhibition, % at 6.6 µM | actives 0.1% (n = 190,000) | AID 1325;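 active = inhibition above 80%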;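 note: 0% = DMSO and 100% = nicardipine control wells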
Target sequence (Q9UNQ0 whole entry, looked up): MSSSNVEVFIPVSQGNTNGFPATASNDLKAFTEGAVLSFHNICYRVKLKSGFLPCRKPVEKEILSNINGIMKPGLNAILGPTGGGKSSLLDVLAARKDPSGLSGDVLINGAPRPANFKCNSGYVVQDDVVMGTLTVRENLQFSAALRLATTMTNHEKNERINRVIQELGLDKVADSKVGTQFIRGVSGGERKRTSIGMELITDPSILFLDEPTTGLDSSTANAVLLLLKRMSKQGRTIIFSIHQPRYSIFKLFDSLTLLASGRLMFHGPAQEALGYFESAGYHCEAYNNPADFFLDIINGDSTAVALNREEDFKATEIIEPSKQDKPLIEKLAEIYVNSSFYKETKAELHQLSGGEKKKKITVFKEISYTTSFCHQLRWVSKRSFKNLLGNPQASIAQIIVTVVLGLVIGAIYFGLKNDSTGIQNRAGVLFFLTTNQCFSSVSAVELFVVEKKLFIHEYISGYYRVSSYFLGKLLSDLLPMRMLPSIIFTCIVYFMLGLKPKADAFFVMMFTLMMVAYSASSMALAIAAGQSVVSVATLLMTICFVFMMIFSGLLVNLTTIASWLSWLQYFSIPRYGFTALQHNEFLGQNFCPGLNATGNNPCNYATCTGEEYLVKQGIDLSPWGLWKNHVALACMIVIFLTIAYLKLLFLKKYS
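Test system: IgMXP3 (ABCG2) plus far-red-tagged CCRF-Adr (ABCB1) cells. Reagent: JC-1 dye as substrate. Timing: 10 min exposure at 25 °C with rotation, no wash. Measured by: flow cytometric JC-1 green MFI at 530 nm. Read-out: percent efflux inhibition, scaled nicardipine 100% to DMSO 0%. Control set: nicardipine and DMSO wells.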
Pf gamet viab – P. falciparum stage V gametocyte viability inhibition | P. falciparum stage V gametocytes, ATP luminescence, 24 h | inhibition, % at 10.9 µM | actives 0.065% (n = 150,000);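 active = inhibition above the mean plus 3 SD of compounds within the control limits, set per campaign, cut at about 38% in these data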;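 note: 0% = DMSO wells and 100% = medium only without gametocytes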
ABCB1 inh – inhibitors of human ABCB1 transporter, ABCG2 counter-screen; P08183; CCRF-Adr cells, JC-1 efflux, flow cytometry; inhibition, % at 6.6 µM; actives 0.067% (n = 190,000); in the data active = inhibition above about 40%;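 note: 0% = vehicle and 100% = reference inhibitor; higher value means more JC-1 retained so stronger ABCB1 efflux block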
Mcl1 Noxa PPI – disrupts binding of human Mcl-1 to Noxa peptide; Q07820; TR-FRET Mcl-1/Noxa peptide binding, 2 h; inhibition, % at 21.7 µM; actives 1.5% (n = 220,000);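 active = compounds that cut the protein-peptide binding signal by more than 50% relative to plate controls in a single-dose test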;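 note: His-tagged Mcl-1 with rhodamine Noxa BH3 peptide and terbium anti-His antibody; 0% = Mcl-1 plus Noxa peptide wells and 100% = peptide-only wells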
RGS8-Gao – human RGS8-Galphao interaction regulation; P09471; multiplexed bead flow cytometry, RGS8-Galphao binding; actives lie on both sides; response (percent of control binding), % at 10 µM; actives 0.34% (n = 220,000); in the data active = response below about 60% or above about 140%; inactive = in between;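 note: Galphao activated as the GDP aluminium fluoride complex binding bead-coupled RGS8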
Avidin bead fluor – compound fluoresces at 488/530 nm on avidin beads; actives 0.38% (n = 220,000); fluorescence (KMESF) at 10 µM; compound fluorescence 488/530 nm, flow cytometry; stronger effect = higher value; in the data active = fluorescence above about 47; note: inactives centre near 10
GSH fluor – compound fluoresces at 488/530 nm on GSH beads; GSH beads flow cytometry, compound fluorescence 488/530 nm; stronger effect = higher value; actives 0.25% (n = 190,000); fluorescence (KMESF) at 10 µM; in the data active = fluorescence above about 89;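 note: glutathione beads carrying GST-tagged Bcl family fusion proteins plus one bare bead set; values are compound well signal with DMSO vehicle wells as background; inactives centre near 16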
Starred values were filed as active, the others as inactive; u = inconclusive; x = not tested or not shown; [ ] = remark or other dose.

SMILES	Bim-Mcl-1	Mcl1 Bid PPI	RGS4-Gao reg	RGS7-Gao reg	ABCG2 block	Pf gamet viab	ABCB1 inh	Mcl1 Noxa PPI	RGS8-Gao	Avidin bead fluor	GSH fluor
CCCCCCCC#Cc1ccccc1/C=N/S(=O)c1ccc(C)cc1 (stereo not given)	-5	17	95	97	-4	x	0.2	-31	94	9	18
Fc1cc(Cl)c(OCc2noc(-c3ccsc3)n2)c(Cl)c1	x	8	102	u	x	-10	x	12	101	8	x
Cc1nc2nc(-c3cccs3)cn2nc1C	0	-27	79	91	0	x	0.2	62*	88	1	18
O=C(NCCCn1ccnc1)c1ccc2c(c1)OCCO2	1	-33	99	102	0	x	0.2	5	101	6	23
Cc1ccc(Nc2nc3nonc3[nH]c2=O)cc1C	0	10	101	101	-7	12	-1.8	33	101	28	19
O=C(Nc1ccc2nc(-c3ccccc3)[nH]c2c1)c1cccs1	7	-25	119	108	-3	15	-0.5	18	107	16	8
CCCCC(=O)NNC(=S)NC(=O)c1ccc(C)cc1	0	-62	101	97	1	x	0.2	-51	101	10	34
COc1ccccc1C(=O)C1CCCN(C(=O)c2ccccn2)C1 (stereo not given)	-4	-27	101	106	1	-8	0.1	-11	100	10	18
CCOC(=O)NC(=S)c1ccc[nH]1	-6	-77	105	101	0	0	-0.1	2	105	3	9
O=C(Nc1cccc(Cl)c1)Nc1ccc2c(c1)C(=O)OC2	5	6	105	99	-1	-1	-0.1	0	101	5	8
Nc1nccc(/C=C/c2c(F)cccc2Cl)n1	0	-4	104	103	11	12	0.9	6	102	10	18
Cc1nc(C(C)N(C)Cc2c(C(=O)N3CCCCC3)nc3c(C)cccn23)c(C)s1 (stereo not given)	-3	-14	101	101	1	2	1.8	-2	100	3	9
COc1cc(NC(=O)CN2CC(c3ccccc3)CC2=O)cc(OC)c1 (stereo not given)	-2	0	101	101	1	x	0.2	-13	101	28	16
Cc1ccc(C2=NN3C(C(=O)c4ccccc4)Oc4ccccc4C3C2)cc1 (stereo not given)	0	-8	101	95	8	x	0.1	-7	94	3	73
Cc1ccc(CNC(=O)Nc2ccc3c(c2)N(C)C(=O)CS3)cc1	1	7	114	114	4	x	0.4	18	107	7	18
Cc1c(NC(=O)c2c(N)n(-c3ccccc3)c3nc4ccccc4nc23)c(=O)n(-c2ccccc2)n1C	-6	-16	98	100	11	x	1.5	18	96	6	11
[O-][n+]1onc2c1CCc1[nH]c(-c3ccccc3)nc1-2	-6	-16	97	93	11	1	-0.1	15	97	12	8
CCNCc1cc2cc(C)ccc2[nH]c1=O	-3	-10	104	104	-3	x	-2.3	3	101	5	34
c1coc(-c2ncc[nH]2)c1	0	-72	97	100	1	-6	0.5	-2	98	15	19
CCOC(=O)C1=C(c2ccccc2)NC(=O)NC1c1cc(Cl)c(O)c(OC)c1 (stereo not given)	2	-51	106	109	-2	-5	-0.3	30	95	9	14
Cc1[nH]c2ccccc2c1NC(=O)CN1CCN(Cc2ccc3c(c2)OCO3)CC1	-2	-4	106	101	2	x	0.3	28	108	10	17
CCOC(=O)N1CCC(N2C(=O)c3ccccc3C2Nc2ccc(C)cc2)CC1 (stereo not given)	-2	-31	103	104	4	x	4.1	7	104	7	27
CCOC(=O)c1cc(C)n(CCCN2CCOCC2)c1C	0	-85	100	104	1	-2	-0.2	16	101	22	11
CC(C)(C)C(=O)COC(=O)CNC(=O)c1ccc(Oc2ccccc2)cc1	2	6	92	93	2	x	0.4	1	86	3	15
C=CCn1c(SCC(=O)Nc2ccccc2CC)nnc1-c1ccncc1	-5	-9	101	98	1	x	0.3	-7	101	32	19
Later entries:
SMILES	Bim-Mcl-1	Mcl1 Bid PPI	RGS4-Gao reg	RGS7-Gao reg	ABCG2 block	Pf gamet viab	ABCB1 inh	Mcl1 Noxa PPI	RGS8-Gao	Avidin bead fluor	GSH fluor
O=C(CCn1cnc2ccccc2c1=O)Nc1ccc2c(c1)OCCO2	2	1	101	99	57	x	0.8	-7	102	22	25
CCOc1ccc(C(=O)Nc2cccc([N+](=O)[O-])c2)cc1Br	-2	-10	104	99	6	-1	-0.1	12	106	1	6
COc1ccc(C(C(C(=O)c2cccs2)N2CCOCC2)N2CCOCC2)cc1OC (stereo not given)	-3	-10	100	99	7	x	2.1	3	100	8	53
COc1cc(SC)ccc1C(=O)OCC(=O)NC1CC1	0	5	101	100	0	-2	0.0	17	100	12	12
COCCCN1C(=O)C(O)=C(C(=O)c2ccco2)C1c1ccccc1 (stereo not given)	0	4	102	100	0	x	0.1	33	98	35	27
C=CCNC(=S)N/N=C/c1ccc(C(C)(C)C)cc1	0	-48	102	u	6	5	1.7	9	101	12	18
Cc1ccccc1C1C(C#N)=C2N=C(N)c3c(sc4c3CCCCC4)N2C2=C1C(=O)CC(C)(C)C2 (stereo not given)	2	-147	100	102	0	x	0.7	-125	101	9	11
O=C1CNC(=S)N1CCc1ccc(O)c(O)c1	x	-81	100	u	x	-7	x	15	99	8	x
COCCn1c(CN2CCN(c3cccc(Cl)c3)CC2)nc2c1c(=O)n(C)c(=O)n2C	-1	-32	102	99	0	x	0.2	-5	102	8	22
Cc1cccc(N2CCN(C(=O)c3ccccc3NC(=O)C3CC=CCC3C(=O)O)CC2)c1 (stereo not given)	0	-1	103	98	9	x	3.8	4	103	9	31
Fc1ccc(Nc2nc(-c3ccncc3)cs2)cc1	-2	-10	95	98	8	38	0.1	51*	98	13	14
O=C(Cc1ccccc1)Nc1ccccc1C(=O)O	2	-17	88	91	-1	x	-0.2	8	106	12	9
O=C(Nc1ccc2c(c1)C(=O)OC2)c1ccc(F)cc1F	x	-9	102	u	x	-7	x	9	103	6	x
Cc1ccc(C(=O)NCC(=O)OCC(=O)c2cc(C)n(Cc3ccco3)c2C)cc1	11	-37	95	92	4	11	0.6	20	97	6	11
CN(C)C(=O)CSc1nnc(Cc2ccccc2)n1Cc1ccco1	-2	-7	99	100	1	x	0.2	1	102	22	17
Nc1c(C(=O)NCc2ccco2)c2nc3ccccc3nc2n1CCc1ccc(F)cc1	1	15	95	96	0	-19	-0.1	19	95	32	16
COc1ccc(OC)c(NC(=O)COC(=O)CN(C)S(=O)(=O)c2ccc(C)cc2)c1	-5	-16	104	102	2	18	0.7	9	104	3	7
Cc1cnccc1CN(C)Cc1cn(C)nc1-c1cccc(Cl)c1	-2	-10	102	103	2	-16	-2.4	11	99	8	17
N#Cc1c(NC(=O)COC(=O)C2CC3C=CC2C3)oc(-c2ccccc2)c1-c1ccccc1 (stereo not given)	-3	-7	97	108	4	x	0.8	20	99	19	11
CC(=O)c1cccc(NC(=O)N2C3CCC2CC(NC(=O)C2CC2)C3)c1 (stereo not given)	22	-1	97	98	2	13	0.6	-17	104	12	11
Cc1ccc2cccc(OCC(=O)c3cc(C)n(Cc4ccco4)c3C)c2n1	-4	-24	95	92	5	x	1.3	28	100	8	20
COc1ccc(C(=O)OCC(=O)NC(=O)CCSc2ccccc2)cc1	-5	-24	102	100	2	20	0.6	13	98	14	17
NS(=O)(=O)c1ccc(NC(=S)Nc2ccc(F)c(F)c2)cc1	-3	-96	100	103	-2	3	-0.6	10	102	16	9
N#CCc1ccc(NC(=O)Nc2cccc(Cl)c2)cc1	-1	7	100	98	9	x	0.1	8	101	7	19
CCc1ccccc1NC(=O)CC1CS(=O)(=O)CC1CC(=O)Nc1ccccc1CC (stereo not given)	-5	-5	94	96	-2	x	0.1	8	100	6	9

A different layout for part of the listing above:
mol | Bim-Mcl-1 | Mcl1 Bid PPI | RGS4-Gao reg | RGS7-Gao reg | ABCG2 block | Pf gamet viab | ABCB1 inh | Mcl1 Noxa PPI | RGS8-Gao | Avidin bead fluor | GSH fluor
Cc1ccc(Nc2nc3nonc3[nH]c2=O)cc1C | 0 | 10 | 101 | 101 | -7 | 12 | -1.8 | 33 | 101 | 28 | 19
NS(=O)(=O)c1ccc(NC(=S)Nc2ccc(F)c(F)c2)cc1 | -3 | -96 | 100 | 103 | -2 | 3 | -0.6 | 10 | 102 | 16 | 9
C=CCn1c(SCC(=O)Nc2ccccc2CC)nnc1-c1ccncc1 | -5 | -9 | 101 | 98 | 1 | x | 0.3 | -7 | 101 | 32 | 19
CCOC(=O)C1=C(c2ccccc2)NC(=O)NC1c1cc(Cl)c(O)c(OC)c1 (stereo not given) | 2 | -51 | 106 | 109 | -2 | -5 | -0.3 | 30 | 95 | 9 | 14
Cc1[nH]c2ccccc2c1NC(=O)CN1CCN(Cc2ccc3c(c2)OCO3)CC1 | -2 | -4 | 106 | 101 | 2 | x | 0.3 | 28 | 108 | 10 | 17

Next results.
SMILES	Bim-Mcl-1	Mcl1 Bid PPI	RGS4-Gao reg	RGS7-Gao reg	ABCG2 block	Pf gamet viab	ABCB1 inh	Mcl1 Noxa PPI	RGS8-Gao	Avidin bead fluor	GSH fluor
Cc1ccc(C(=O)O)cc1N1CCCC1=O	0	-16	100	95	1	-5	0.1	27	100	10	24
CC1CCN(Cc2ccc(-c3nnn(CC(=O)NC4CCCCC4)n3)cc2)CC1	-1	-39	104	102	0	14	0.1	-3	105	12	23
COc1ccc(OC)c(C2=NOC(C(=O)Nc3cccc(C(C)=O)c3)C2)c1 (stereo not given)	-6	-14	157*[activator]	303*[activator]	10	x	-1.4	12	99	413*	51
Cc1ccc(CNC(=O)C(C(=O)NCc2ccc(C)o2)c2ncc(C(F)(F)F)cc2Cl)o1	0	-42	101	100	0	3	1.1	10	97	10	15
COc1ccc(-c2csc(Cc3nnc4n3CCCCC4)n2)cc1OC	2	55*	112	112	2	x	0.4	62*	109	5	38
C=C(c1cccc2ccccc12)P(=O)(O)O	-1	11	100	100	-1	-1	-0.1	10	99	7	28
Cc1ccc(S(=O)(=O)C2CCCCC2=O)cc1 (stereo not given)	0	-15	102	100	4	6	0.6	-10	101	3	8

Whole records as entered above:
COc1ccc(OC)c(C2=NOC(C(=O)Nc3cccc(C(C)=O)c3)C2)c1 (stereo not given) in the list: Bim-Mcl-1: -6; Mcl1 Bid PPI: -14; RGS4-Gao reg: 157*[activator]; RGS7-Gao reg: 303*[activator]; ABCG2 block: 10; Pf gamet viab: x; ABCB1 inh: -1.4; Mcl1 Noxa PPI: 12; RGS8-Gao: 99; Avidin bead fluor: 413*; GSH fluor: 51
Cc1ccc(C(=O)O)cc1N1CCCC1=O in the list: Bim-Mcl-1: 0; Mcl1 Bid PPI: -16; RGS4-Gao reg: 100; RGS7-Gao reg: 95; ABCG2 block: 1; Pf gamet viab: -5; ABCB1 inh: 0.1; Mcl1 Noxa PPI: 27; RGS8-Gao: 100; Avidin bead fluor: 10; GSH fluor: 24

Compounds were not picked by outcome (roughly 3.3% active in at least one column).
